ADAM17 inh = inhibits human ADAM17; 370,000 compounds, 0.83% hits; P78536; recombinant ADAM17, EDANS/DABCYL FRET peptide cleavage; AID 720648; inhibition, % at 6.95 µM;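 active = inhibition above the mean of compounds lying between control limits plus 3 SD, set per campaign, cut at about 8.5% in these data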;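 note: 0% = DMSO-only wells as the low control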
SMARCA2 act = increases SMARCA2 function in MMTV reporter cells | MG213 cells, MMTV-luciferase reporter, dexamethasone, overnight | activation, % at 9.1 µM | 370,000 compounds, 1% hits; in the data active = activation above about 7.8%;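 note: 0% = vehicle wells and 100% = reference activator wells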
NPR1 activator = GC-A (human) enzyme activation | P16066 | HEK293 GC-A cells, cGMP TR-FRET, EC30 ANP; 0% at EC30 ANP, 100% saturating ANP | activation, % at 10 µM | 370,000 compounds, 0.14% hits; in the data active = activation above about 40%
ssDAF-12 act = activators of S. stercoralis DAF-12 nuclear receptor; HEK293 ssDAF-12/GRIP1 lit1-tk-luc reporter, luminescence; % of 3 µM dafachronic acid response; activation, % at 6.8 µM; 370,000 compounds, 1% hits; AID 652126;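 active = activation above the mean over all tested compounds plus 3 SD, cut at about 0.9% in these data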;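 note: 0% = DMSO-only wells and 100% = 3 µM delta7-dafachronic acid wells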
DAX1 inh-1 = inhibits human nuclear receptor DAX1 | HEK293 Gal4-DAX1 luciferase reporter, luminescence | inhibition, % at 6.75 µM | 340,000 compounds, 0.99% hits | AID 504766;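 active = inhibition above the mean over all tested compounds plus 3 SD, cut at about 4.2% in these data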;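 note: 0% = DAX1-transfected cells with DMSO and 100% = empty-vector control cells with DMSO; inhibition shows as a rise in luminescence from relieved DAX1 repression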
Target sequence (P51843 207-470 limits assumed): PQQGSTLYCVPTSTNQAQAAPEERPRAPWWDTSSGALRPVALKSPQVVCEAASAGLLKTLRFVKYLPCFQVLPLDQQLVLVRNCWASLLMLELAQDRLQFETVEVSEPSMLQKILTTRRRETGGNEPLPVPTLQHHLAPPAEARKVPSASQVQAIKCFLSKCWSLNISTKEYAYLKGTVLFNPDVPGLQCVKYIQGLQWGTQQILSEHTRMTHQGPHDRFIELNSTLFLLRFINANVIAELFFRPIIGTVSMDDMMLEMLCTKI
FXN GAA850 act = frataxin GAA850 promoter activation | HEK293 lucGAA850 FXN promoter luciferase reporter, 24 h; percent of 10 µM SAHA response | activation, % at 6 µM | 360,000 compounds, 0.56% hits | AID 540364;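 active = activation above the average of all compounds screened plus 3 SD, cutoff fixed separately per campaign, cut at about 7.5% in these data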;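 note: 0% = DMSO wells and 100% = 10 µM SAHA wells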
PG9 Ab binder = binds the HIV-1 gp120 antibody PG9; inhibition, % at 6.7 µM; 360,000 compounds, 0.43% hits; TR-FRET gp120-PG9 antibody binding; in the data active = inhibition above about 8.5%
hgDAF12 agonist = agonists of H. glycines DAF-12 nuclear receptor | activation, % at 6.8 µM | 370,000 compounds, 1.8% hits | AID 687014 | HEK293 GAL4-hgDAF12 UAS-luciferase reporter, agonist luminescence; normalized to butyrate control;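 active = activation above a cutoff set at the mean of all screened compounds plus 3 SD, cut at about 10% in these data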;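 note: 0% = DMSO wells and 100% = sodium butyrate wells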
hcDAF-12 act = H. contortus DAF-12 activation, primary screen; HEK293 hcDAF-12 lit1-tk-luc reporter, luminescence; 0% DMSO, 100% Δ7-dafachronic acid; activation, % at 6.8 µM; 370,000 compounds, 1.4% hits; AID 652067;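 active = activation above the mean of all tested compounds plus 3 SD, cut at about 5.5% in these data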;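 note: 100% = response to 3 µM Δ7-dafachronic acid high control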
ADAM10 inh = ADAM10 inhibition, QFRET primary screen; O14672; recombinant ADAM10, EDANS/DABCYL FRET peptide cleavage, 3 h; inhibition, % at 7 µM; 370,000 compounds, 0.62% hits;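 active = inhibition above a per-campaign cutoff equal to the mean of compounds falling between control-based bounds plus 3 SD, cut at about 20% in these data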;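 note: 0% = DMSO wells while the 100% control is not disclosed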
Target sequence (O14672 214-748 limits assumed): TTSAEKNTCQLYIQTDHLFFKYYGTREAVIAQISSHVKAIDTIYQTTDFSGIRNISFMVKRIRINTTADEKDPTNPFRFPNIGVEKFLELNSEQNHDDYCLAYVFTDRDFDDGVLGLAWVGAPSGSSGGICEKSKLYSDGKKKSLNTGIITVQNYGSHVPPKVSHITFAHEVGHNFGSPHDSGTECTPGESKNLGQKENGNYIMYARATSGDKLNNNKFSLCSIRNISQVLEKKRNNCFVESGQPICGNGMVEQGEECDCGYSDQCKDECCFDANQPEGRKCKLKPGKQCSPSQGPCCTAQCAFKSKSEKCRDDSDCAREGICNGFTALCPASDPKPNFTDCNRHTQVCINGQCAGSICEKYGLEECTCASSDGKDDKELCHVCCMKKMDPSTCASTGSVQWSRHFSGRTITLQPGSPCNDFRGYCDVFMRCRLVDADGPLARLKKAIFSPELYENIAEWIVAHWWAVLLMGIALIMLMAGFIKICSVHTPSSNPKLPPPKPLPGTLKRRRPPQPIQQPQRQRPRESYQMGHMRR
DAX1 inh-2 = inhibitors of DAX1 repression of SF-1 activated StAR promoter; AID 652010; inhibition, % at 6.8 µM; HEK293T StAR-luciferase reporter, SF-1/DAX-1 repression relief; 370,000 compounds, 1.1% hits;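 active = inhibition above the mean over all tested compounds plus 3 SD, cut at about 3.6% in these data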;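 note: 0% = DAX-1 cells with DMSO and 100% = cells lacking DAX-1 with DMSO; higher inhibition means more luminescence from relief of DAX-1 repression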
The depositor's hits bear a star; . = not tested or not shown.

canonical_smiles | ADAM17 inh | SMARCA2 act | NPR1 activator | ssDAF-12 act | DAX1 inh-1 | FXN GAA850 act | PG9 Ab binder | hgDAF12 agonist | hcDAF-12 act | ADAM10 inh | DAX1 inh-2
CCN(CC)S(=O)(=O)c1ccc2c(c1)N(CC(=O)N1CCC(C(N)=O)CC1)C(=O)CO2 | -1 | 0 | 4 | -0.7 | -0.2 | 3.0 | 0.2 | 0.6 | -0.8 | -2 | 1.5
O=C(CCn1cnnn1)Nc1cccc(F)c1 | -1 | -2 | 0 | -2.2 | 0.2 | -0.5 | 1.5 | -0.1 | -0.9 | -3 | 0.2
CC1CCCC/C1=N\NC(=S)NCCc1ccccc1 (centres undefined) | -2 | -1 | 3 | -1.6 | -0.3 | -0.7 | 0.6 | 2.1 | 0.1 | 6 | 0.0
CC1CCCCN1CC(=O)Nc1ccccc1Sc1ccccc1 (centres undefined) | 3 | -2 | 0 | -0.8 | -0.3 | 0.2 | -1.7 | 1.1 | 2.1 | 1 | -0.3
COc1ccc(C(=O)CSc2ccc(-c3ccccc3)nn2)cc1 | 1 | 8 | -5 | -0.7 | 4.6* | 1.0 | -2.0 | -0.6 | -0.7 | -5 | 0.5
O=C1C2CCCCC2C(=O)N1c1ccc(NC2CCCCC2)c([N+](=O)[O-])c1 (centres undefined) | 7 | 0 | 3 | -1.3 | -0.7 | 0.4 | -2.2 | 1.1 | 1.3 | 1 | -0.5
Cc1nonc1OCCNC(=O)C12CC3CC(CC(C3)C1)C2 | -5 | -1 | 0 | -1.2 | 0.0 | 2.0 | 0.3 | -1.9 | -0.8 | 4 | -0.7
NCCNc1ccc([N+](=O)[O-])cc1 | 2 | 4 | 3 | -1.9 | 0.9 | 0.6 | -0.9 | 2.6 | -2.3 | 8 | 0.1
CC(=O)Nc1ccc(/C=C/COC(C)=O)cc1C | 0 | . | 0 | -1.2 | . | . | . | -0.2 | 1.1 | -2 | .
COc1cccc(NC(=O)COC(=O)c2ccccc2F)c1 | -2 | -1 | -3 | -1.6 | -1.1 | 1.1 | 0.4 | -1.4 | -2.2 | -1 | 1.0

(further entries)
canonical_smiles | ADAM17 inh | SMARCA2 act | NPR1 activator | ssDAF-12 act | DAX1 inh-1 | FXN GAA850 act | PG9 Ab binder | hgDAF12 agonist | hcDAF-12 act | ADAM10 inh | DAX1 inh-2
Cc1cnc(NC(=O)c2ccc(Cl)nc2)s1 | 0 | 8 | 1 | 1.3* | 3.0 | 4.7 | -0.5 | 12* | 7.6* | 1 | 0.9
CCOC(=O)C1(Cc2cccc(OC)c2)CCN(Cc2cccn2-c2ccccn2)CC1 | -6 | -1 | -17 | -0.5 | 0.2 | -1.5 | 0.2 | 1.8 | -0.1 | -6 | 0.0
COc1ccc(NS(=O)(=O)c2cc(NC(=O)c3ccc(=O)[nH]c3)ccc2C)cc1 | 0 | 0 | 0 | -0.9 | 0.4 | 0.3 | -0.5 | 1.9 | -1.0 | -11 | 0.8
O=C(COC(=O)/C=C/c1ccco1)Nc1ncc(C(F)(F)F)cc1Cl | -2 | -3 | -1 | -1.2 | 0.9 | 0.9 | -1.1 | -0.7 | 3.4 | -12 | 0.0
CCOc1ccc(CCNC(=O)CCC(=O)c2cccs2)cc1OCC | -1 | 0 | 2 | -0.5 | 0.6 | -1.1 | 0.7 | 2.1 | -0.6 | -5 | 2.2
COc1ccc(C(Cl)=C(C=O)c2ccc(OC)c(OC)c2)cc1OC | 2 | -4 | -1 | -0.9 | . | . | -0.6 | 1.4 | -1.4 | 15 | 0.4
CC1CCCC(C)N1C(=O)COC(=O)c1ccccc1C(=O)c1ccccc1 (centres undefined) | -1 | -2 | 2 | -1.3 | 1.2 | -0.3 | -0.9 | -0.6 | -1.1 | -10 | -0.8
Cc1ccc(NC(=O)C2CCN(C(=O)c3cccs3)CC2)c(C)c1 | -1 | -1 | 1 | -1.6 | 0.2 | -1.2 | -0.3 | -1.0 | -1.6 | -2 | 0.2
CCOc1ccc2nc(SCC(=O)NCc3ccc(OC)cc3)[nH]c2c1 | -3 | -3 | -4 | -0.7 | 1.1 | -2.6 | 0.3 | 1.3 | -2.1 | 6 | -0.1
Cc1ccc(Cl)cc1NC(=O)CC1NC2CCCCC2NC1=O (centres undefined) | -5 | 0 | 3 | -1.8 | 2.5 | 0.5 | 1.8 | -0.7 | 0.3 | -7 | 0.2

Some of the entries so far, field by field.
CCOc1ccc2nc(SCC(=O)NCc3ccc(OC)cc3)[nH]c2c1
  ADAM17 inh: -3	SMARCA2 act: -3	NPR1 activator: -4	ssDAF-12 act: -0.7	DAX1 inh-1: 1.1	FXN GAA850 act: -2.6	PG9 Ab binder: 0.3	hgDAF12 agonist: 1.3	hcDAF-12 act: -2.1	ADAM10 inh: 6	DAX1 inh-2: -0.1
CC1CCCC(C)N1C(=O)COC(=O)c1ccccc1C(=O)c1ccccc1 (centres undefined)
  ADAM17 inh: -1	SMARCA2 act: -2	NPR1 activator: 2	ssDAF-12 act: -1.3	DAX1 inh-1: 1.2	FXN GAA850 act: -0.3	PG9 Ab binder: -0.9	hgDAF12 agonist: -0.6	hcDAF-12 act: -1.1	ADAM10 inh: -10	DAX1 inh-2: -0.8
CCOC(=O)C1(Cc2cccc(OC)c2)CCN(Cc2cccn2-c2ccccn2)CC1
  ADAM17 inh: -6	SMARCA2 act: -1	NPR1 activator: -17	ssDAF-12 act: -0.5	DAX1 inh-1: 0.2	FXN GAA850 act: -1.5	PG9 Ab binder: 0.2	hgDAF12 agonist: 1.8	hcDAF-12 act: -0.1	ADAM10 inh: -6	DAX1 inh-2: 0.0

Next part
Fields: ADAM17 inh, SMARCA2 act, NPR1 activator, ssDAF-12 act, DAX1 inh-1, FXN GAA850 act, PG9 Ab binder, hgDAF12 agonist, hcDAF-12 act, ADAM10 inh, DAX1 inh-2
O=C(c1cc(-c2ccco2)on1)N1CCN(C(c2ccccc2)c2ccccc2)CC1
→ -4, -4, 2, -1.4, 0.3, 1.1, 1.4, -1.0, -2.0, 4, -1.0
COC(=O)c1ccc(NC(=S)NC(=O)c2cccnc2)cc1
→ -3, -1, 2, -1.0, 0.0, 1.4, -0.3, 0.3, 0.8, -1, 0.0
O=C(NCc1ccccc1)C(c1ccc(-c2ccccc2)cc1)n1c(=O)c(-c2ccco2)nc2ccccc21 (centres undefined)
→ -11, 0, -9, 1.3*, ., ., -0.5, 1.9, 2.1, -29, 0.0
CCCN(C(=O)COC(=O)c1nc2nccc(C)n2n1)C1CCS(=O)(=O)C1 (centres undefined)
→ 1, 0, 3, -1.5, 1.1, -0.1, 1.4, 0.4, -0.3, -6, -0.2
Cc1ccc(OCCN(C)C(=O)C2CCC(=O)N(Cc3ccccc3F)C2)cc1 (centres undefined)
→ -5, 0, -1, -1.4, 0.1, -1.1, 0.1, -4.2, 0.5, -13, -1.0
O=C(Oc1ccc(/C=N/NC(=O)c2ccccc2F)cc1)c1ccccc1
→ -5, 0, 0, -0.6, 0.7, 2.8, -1.0, 2.0, 1.1, -2, 2.0
COc1ccc(OCC(=O)N/N=C/c2ccsc2)cc1
→ -4, -1, 8, -0.2, 4.1, -0.5, 0.2, -1.9, -1.5, -4, 0.1
ClC(=C\c1ccccc1)/C=N/N1CCN(c2ccccn2)CC1
→ 3, 3, -3, -0.5, 1.4, 5.7, -3.9, 4.4, 0.9, 7, 0.8
CCN(CC)c1nc(Nc2ccccc2)nc(Oc2ccc(=O)[nH]n2)n1
→ -4, 1, 2, -2.0, -0.3, 0.0, 0.0, 0.1, -0.9, -7, -1.8
O=C(CCc1ccc(S(=O)(=O)N2CCOCC2)cc1)N1CCN(Cc2ccc3c(c2)OCO3)CC1
→ -4, -2, 1, -1.2, -1.8, 0.0, 2.3, -1.5, -1.8, -9, -1.1

Following part
Fields: ADAM17 inh, SMARCA2 act, NPR1 activator, ssDAF-12 act, DAX1 inh-1, FXN GAA850 act, PG9 Ab binder, hgDAF12 agonist, hcDAF-12 act, ADAM10 inh, DAX1 inh-2
O=C(Nc1ccc(NC(=O)c2ccc3c(c2)OCO3)cc1)c1cccc(Cl)c1
→ -6, -2, -2, -0.6, 0.2, -0.6, 1.1, -0.2, -0.7, -13, -0.2
CCn1c(SCC(=O)Nc2ccc(N3CCOCC3)cc2)nnc1C1CC1
→ 0, -2, -3, -0.8, 0.2, 0.3, 0.3, 1.6, 0.6, -3, -1.5
CCOc1ccc(C(=O)N2CCN=C2SC)cc1OCC
→ -4, -2, 4, -0.5, 0.4, 3.0, -3.0, 1.8, -0.7, 0, -0.3
COc1ccc(N2CCN(S(=O)(=O)c3ccc(OC)c(C(=O)N4CCCCC4)c3)CC2)cc1
→ -6, -3, 4, -0.9, -0.1, -1.2, 0.9, -2.3, -1.9, 4, -0.9
O=C(Nc1ccccc1Cc1ccccc1)c1oc2ccccc2c1COc1ccccc1
→ 0, 1, 3, -1.4, 2.0, 2.3, -1.8, 0.3, -0.2, 5, 0.9
Nc1cc(C2CCCC2)nn1-c1ccccc1
→ 0, 9.0*, -2, -0.7, 0.4, 2.6, 0.4, 9.4, 3.1, 2, 1.4
Cc1c(Cl)cccc1N=Cc1ccc([N+](=O)[O-])s1
→ -3, 3, 9, -0.9, 0.2, 9.2*, -3.3, 0.7, -0.3, 2, 0.6
COC(=O)c1nnn(-c2nonc2N)c1CN1CCc2ccccc21
→ -2, 0, 2, 0.0, -0.6, -1.0, -0.2, -4.1, 2.3, 2, 0.5
COc1cccc(C2c3c(oc4ccccc4c3=O)C(=O)N2CCCN2CCOCC2)c1 (centres undefined)
→ -10, 0, -2, -1.6, 1.8, -2.0, 0.3, 5.8, -0.9, -39, 0.9
COc1ccc(N2CCC(CNC(=O)Nc3ccc(Cl)cc3)C2)cc1 (centres undefined)
→ -1, -2, 3, -1.1, 1.4, -1.7, -2.4, 1.9, -0.7, 1, -0.2

(more compounds)
Fields: ADAM17 inh, SMARCA2 act, NPR1 activator, ssDAF-12 act, DAX1 inh-1, FXN GAA850 act, PG9 Ab binder, hgDAF12 agonist, hcDAF-12 act, ADAM10 inh, DAX1 inh-2
CC(C)(C)OC(=O)C[C@@H]1C/C=C\C[C@@H](CC(=O)N[C@@H](CO)Cc2ccccc2)C(=O)N2CCC[C@@H]2COC1=O
→ 1, 3, 3, -1.1, 1.9, 1.1, 0.1, -0.8, -1.1, 8, 0.4
O=C(COC(=O)CNC(=O)c1ccccc1F)Nc1ccc2c(c1)OCCO2
→ 2, 4, 1, -0.2, -0.9, -0.2, -2.9, -0.9, -1.5, 4, 0.3
Nc1nc2c(ncn2[C@@H]2O[C@H](C(=O)N[C@H](Cc3ccccc3)C(=O)NCC3CCCCC3)[C@@H](O)[C@H]2O)c(=O)[nH]1
→ -1, 1, 13, -1.1, ., ., -1.0, -0.4, 1.4, -1, 1.0
C[C@@H]1CN([C@H](C)CO)C(=O)c2cc(Br)cnc2O[C@H]1CN(C)C(=O)c1ccc(F)cc1
→ 2, -2, -4, -1.2, ., ., -0.1, 2.0, 0.7, 5, 0.2
